Compound activity as filed in PubChem BioAssay.
zVAD death inh: blocks zVAD induced death of L929 cells | L929 zVAD necroptosis rescue, ATP luminescence, 24 h; with zVAD 60 µM | viability rescue, % at 10 µM | actives 0.38% (n = 220,000);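 active = activation, scaled between plate controls, above about 75%, limit read from the data; inactive = activation under that limit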;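 also: 0% = zVAD with DMSO and 100% = DMSO alone without zVAD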
RBBP9 inh: blocks human serine hydrolase RBBP9; actives 0.2% (n = 220,000); recombinant RBBP9, FP-Rh probe fluorescence polarization; inhibition, % at 7.94 µM; AID 1515;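 active = inhibition above the campaign mean of all tested compounds plus 3 SD, cut at about 14% in these data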;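 also: plate controls were DMSO wells with RBBP9 for no effect and wells lacking RBBP9 protein for full effect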
Target sequence (O75884 whole entry, looked up): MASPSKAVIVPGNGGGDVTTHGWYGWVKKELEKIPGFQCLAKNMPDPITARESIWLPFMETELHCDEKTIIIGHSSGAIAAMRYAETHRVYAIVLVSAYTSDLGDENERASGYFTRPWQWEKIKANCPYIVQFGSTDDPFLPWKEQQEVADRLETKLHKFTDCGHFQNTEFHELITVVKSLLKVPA
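Controls: DMSO-treated enzyme wells and wells lacking RBBP9 | Material: RBBP9 protein | Technique: Fluorescence polarization | Replication: Single well per compound, no replicates | Buffer or medium: Tris-NaCl-Pluronic buffer, pH 8.0 | Timing: 30 min compound preincubation, 45 min probe labeling, 25 °C | Read-out basis: Percent inhibition from mP, scaled between DMSO and no-protein wells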
Runt-CBFb FRET: inhibitors of human RUNX1 Runt domain binding to CBFb; Cerulean-Runt/Venus-CBFb FRET ratio 530/480, 1 h; inhibition, % at 20 µM; actives 0.46% (n = 220,000); AID 1496;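 active = inhibition over about 50% at 20 µM in the single-dose screen, limit read from the data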;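 also: 0% = DMSO wells and 100% = excess unlabeled CBFb competitor control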
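Reagent – Venus-CBFb binding partner, 100 nM · Assay system – Cerulean-tagged RUNX1 Runt domain (FRET donor) fusion protein · Input – 100 nM per protein · Incubation – two 1 h room-temperature incubations shielded from light · Measured by – FRET fluorescence · Medium – Tris buffer pH 7.5 with salts and BSA · Benchmarks – unlabeled CBFb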
EP2 antag: blocks the human prostaglandin E2 receptor EP2 | inhibition, % at 25 µM | C6 glioma cells expressing human EP2, cAMP TR-FRET; cells stimulated with saturating PGE2 | P43116 | actives 0.52% (n = 260,000);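 active = percent inhibition above 40 after rounding to a whole number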;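 also: rat C6 glioma host cells with rolipram phosphodiesterase inhibitor present; the protocol text gives 20 µM as final concentration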
Target sequence (P43116 whole entry, looked up): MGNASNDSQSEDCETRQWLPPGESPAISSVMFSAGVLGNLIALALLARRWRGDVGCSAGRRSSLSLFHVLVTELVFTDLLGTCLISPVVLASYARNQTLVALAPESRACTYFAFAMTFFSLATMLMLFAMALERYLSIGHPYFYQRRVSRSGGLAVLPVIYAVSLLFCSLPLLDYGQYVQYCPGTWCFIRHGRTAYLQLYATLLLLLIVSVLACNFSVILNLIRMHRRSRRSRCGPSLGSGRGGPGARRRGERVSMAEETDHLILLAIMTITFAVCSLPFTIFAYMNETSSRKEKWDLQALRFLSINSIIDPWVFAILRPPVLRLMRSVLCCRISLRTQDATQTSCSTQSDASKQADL
Hck Nef HTS: inhibitors of human Hck kinase activated by Nef | P08631 | Recombinant Hck-YEEI plus Nef, Z-Lyte FRET kinase assay | actives 0.68% (n = 220,000) | inhibition, % at 20 µM;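 active = Hck-Nef kinase inhibition above about 50%, limit read from the data; inactive = inhibition below that limit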;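 also: 0% = DMSO with Hck plus Nef and 100% = Hck alone without Nef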
Target sequence (P08631 whole entry, looked up): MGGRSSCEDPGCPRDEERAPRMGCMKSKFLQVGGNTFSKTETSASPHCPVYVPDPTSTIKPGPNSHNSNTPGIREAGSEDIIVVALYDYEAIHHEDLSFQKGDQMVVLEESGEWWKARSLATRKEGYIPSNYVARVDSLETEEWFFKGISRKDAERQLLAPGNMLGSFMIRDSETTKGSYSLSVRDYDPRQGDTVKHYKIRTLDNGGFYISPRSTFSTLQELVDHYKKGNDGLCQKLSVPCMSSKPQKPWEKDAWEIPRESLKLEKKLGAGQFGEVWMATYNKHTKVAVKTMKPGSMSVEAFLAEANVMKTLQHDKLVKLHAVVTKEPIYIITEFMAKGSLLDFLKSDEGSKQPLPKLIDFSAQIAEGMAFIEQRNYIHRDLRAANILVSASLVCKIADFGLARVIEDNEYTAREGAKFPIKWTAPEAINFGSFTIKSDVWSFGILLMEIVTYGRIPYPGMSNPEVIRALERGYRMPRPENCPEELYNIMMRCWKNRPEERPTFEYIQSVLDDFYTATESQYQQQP
EP2 modulator: modulates human prostaglandin E2 receptor EP2 signaling. P43116. EP2-expressing cells, cAMP HTRF FRET, PGE2 co-stimulation. induction, % at 25 µM. actives 0.83% (n = 260,000). AID 940;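 active = compounds whose cAMP rise, as percent of the full-agonist control response, exceeds 60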;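 also: rat C6 glioma line stably carrying human EP2 under a CMV promoter; the protocol text gives 20 µM as final concentration; 100% = response of wells given 1 µM PGE2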
TNF death inh: inhibitors of TNF-alpha induced necroptosis in Jurkat FADD-/- cells; Jurkat FADD-/- TNF necroptosis rescue, ATP luminescence, 24 h; 0 = TNF only, 100 = no-TNF cells; activation (protection from cell death), % at 10 µM; actives 0.068% (n = 220,000);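 active = activation, meaning protection from cell death, of at least 50% relative to plate controls; inactive = activation below 50%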;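 also: necroptosis triggered by 40 ng/mL TNF-alpha added together with compound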
Runt-SMMHC FRET: Runt domain-CBFb-SMMHC interaction inhibition; actives 0.74% (n = 220,000); Q01196+Q13951; Cerulean-Runt/Venus-CBFb-SMMHC FRET ratio 530/480, 1 h; AID 1434; inhibition, % at 20 µM;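 active = mean inhibition across duplicate retests at 20 µM reaching about 50%, limit read from the data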;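 also: 0% = DMSO wells and 100% = wells with excess untagged CBFb-SMMHC; inhibitors lower the FRET ratio by blocking Runt binding to CBFb-SMMHC; some results filed as inactive read as strong as hits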
PERK inhibitor: inhibitors of human PERK kinase; actives 0.17% (n = 220,000); CHO PERK-DD fusion, SEAP luminescence translation reporter; inhibition, % at 5.6 µM; AID 1416;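 active = inhibition above the mean inhibition of all tested compounds plus 3 SD, set separately per screening campaign, cut at about 2.9% in these data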;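 also: PERK kinase domain activated by AP20187 dimerizer at 100 nM; 0% = DMSO with dimerizer and 100% = rapamycin at 8.4 µM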
* = called active by the depositor; . = no result given; & = joins results of further samples. Only part of the results is shown; count on the stated rates, not on these rows.

SMILES	zVAD death inh	RBBP9 inh	Runt-CBFb FRET	EP2 antag	Hck Nef HTS	EP2 modulator	TNF death inh	Runt-SMMHC FRET	PERK inhibitor
COc1ccc(NC(=S)NCCCc2ccccc2)cc1	-0.8	-4	-2	5	10	-40	-1.2	0	1.1
O=C(CCCC(=O)N/N=C\c1ccccn1)N/N=C\c1ccccn1	.	-7	-1	6	4	10	0.3	0	1.0
COc1cc(/C=C(\C#N)c2nc3c(s2)CC(C)CC3)ccc1O (stereo not given)	0.1	-4	-86	12	1	14	-0.9	-268	1.2
Cc1ccc(C)c(/C=N/Nc2ccccn2)c1	54	2	-1	3	26	7	3.8	0	0.1
CN(C)CCCN1c2ccccc2Sc2ccc(Cl)cc21	5.6&1.3	8&10	2&0	12&6&14&12	-1&1	-25&-13&-6&-13	-5.3&-5.6	-2&-3	0.3&-0.9
Cc1ccc(N2C(=O)C(CN3CCOCC3)C2c2ccccc2)cc1 (stereo not given)	0.5	-5	-2	2	18	36	-0.9	0	1.6
O=C1OC(c2ccc3c(c2)OCO3)N(C(=O)c2ccc(Cl)c(Cl)c2)c2ccccc21 (stereo not given)	0.3	4	1	8	-3	-11	4.3	-1	0.4
O=S(=O)(c1ccc2oc3ccc(S(=O)(=O)N4CCCC4)cc3c2c1)N1CCCC1	1.0	7	.	.	8	.	0.1	.	-0.5
Cc1cccc(C)c1OCC(O)CN(Cc1ccccc1O)C1CCCCC1 (stereo not given)	1.4	-7	0	9	1	40	2.3	-2	1.1
Cc1ccc(-c2cc(C(F)F)nc(NCc3cccs3)n2)cc1	.	-8	0	9	5	27	2.4	-1	0.5
COc1ccc(OCCCNCCc2ccccc2)cc1	0.2	-8	2	7	10	20	1.7	2	0.1
Cn1c(N)c(C(=O)COc2ccc(Cl)cc2Cl)c(=O)n(C)c1=O	0.7	-6	4	5	23	-9	0.3	10	1.1
Cc1[nH]n(-c2ccccc2)c(=O)c1/C=N/Nc1nncc(-c2ccccc2)n1	56	-3	1	12	0	12	-21	8	-0.8
COc1cccc(Oc2nc(-c3ccncc3)nc3ccccc23)c1	7.5	-3	-5	19	0	35	-9.5	-6	-0.6
Oc1ccc(Nc2ncnc3scc(-c4ccccc4)c23)cc1	0.7	-3	-1	6	1	17	-0.4	-1	0.1
N#Cc1c(-c2ccccc2)nc(SCC(=O)N(c2ccccc2)c2ccccc2)[nH]c1=O	-0.5	-7	-4	12	6	33	1.0	-13	0.3
CCCOc1ccc(Cc2c(Cl)nc(SC)nc2N(C)C)cc1	-0.1	-13	1	3	0	10	2.0	0	0.1
Fc1ccc(CSc2nsc(SCc3ccc(F)cc3)n2)cc1	0.0	-9	-3	7	0	-1	-0.6	0	-0.1
Cc1cc2c(c(=O)n1Cc1ccccn1)C(c1ccc3c(c1)OCO3)C(C#N)=C(N)O2 (stereo not given)	-0.5	7	0	14	-5	15	-2.1	0	1.3
COc1ccc(C2c3ccc(O)cc3Oc3ncn(CC(C)C)c(=N)c32)cc1 (stereo not given)	-0.1	3	41	8	-8	-15	-4.7	62*	-1.2
Cc1ccc(NC(=O)CCS(=O)(=O)c2ccccc2)cc1S(=O)(=O)N1CCOCC1	1.6	2	1	1	12	-29	0.5	1	0.7
COc1cnn(-c2ccc(Br)cc2)c(=O)c1SCc1ccccc1	1.1	-1	2	23	1	-2	2.9	1	0.2
CC(C)COc1ccc(C(=O)N/C(=C/c2cccc([N+](=O)[O-])c2)C(=O)O)cc1	-0.1	-6	-1	9	7	-32	-0.5	-1	0.5
Cc1nn(-c2ccccc2)c2c1C(c1cccc([N+](=O)[O-])c1)N(c1ccccc1)C(=O)N2 (stereo not given)	-0.5	-5	-3	3	4	5	0.4	-2	-0.8
C=CCn1c(Cc2cccs2)nnc1SCC(=O)NCc1ccco1	0.5	-1	3	14	1	6	-0.9	-1	1.1
Cc1cc(OC2CCCCC2)nc(-c2ccccc2O)n1	1.7	-8	-3	8	-2	29	0.8	-5	1.1
CC1CC(C)CN(c2ncc3c(n2)CC(c2ccccc2Cl)CC3=O)C1 (stereo not given)	0.5	-8	-1	11	0	37	-3.9	5	0.1
O=C(Nc1cc2c(oc1=O)CCCC2=O)c1cccc(Cl)c1	0.1	-7	-1	7	2	-6	-1.9	1	0.8
Cc1cc(CN(C)C(=O)CCc2nnc(Cc3cccc(C(F)(F)F)c3)o2)on1	-0.3	1	0	6	-10	-2	0.1	2	1.0
Cn1c(SCC(=O)NCc2ccco2)nnc1-c1ccccc1	-1.1	-6	0	19	15	0	-0.6	1	1.2
O=S(=O)(NCc1cccs1)NCc1ccccc1F	2.3	-5	1	13	19	-11	0.2	2	0.1
O=c1[nH]cnc2sc3c(c12)CCCC3	0.0	-7	1	6	-1	-10	0.8	-7	0.1
O=C(NN1C(=O)/C(=C\c2cccnc2)SC1=S)C(c1ccccc1)c1ccccc1	1.2	1	0	35	0	-8	0.9	2	0.5
CC(C)(C)c1ccccc1NC(=O)NC1CCN(Cc2c(F)cccc2Cl)CC1	1.8	-7	1	10	2	-8	-1.2	1	0.3
O=C(O)/C=C/C(=O)Nc1ccc(NC(=O)c2ccccc2)c(Cl)c1	2.8	-3	-2	6	6	8	-0.4	1	0.6
CC(=O)c1ccc(NC(=O)C(C)NCc2ccccc2Cl)cc1 (stereo not given)	1.6	-14	-4	3	18	-11	2.5	-3	-0.5
c1ccc(OCCOCCN2CCN(C(c3ccccc3)c3ccccc3)CC2)cc1	-0.8	-7	-2	7	-12	61*	3.3	-7	-0.9
CCCCn1c(SCC(=O)c2ccc(OC)cc2OC)nc2cc(S(N)(=O)=O)ccc21	1.8	-6	-3	15	5	17	1.8	-8	-0.4
O=C1c2ccccc2C(=O)N1CCC(O)C[N+](=O)[O-] (stereo not given)	-0.7	4	3	3	-1	12	-1.6	1	1.6
O=C(c1cc2ccccc2oc1=O)N(c1ccc(Cl)cc1)C1C=CS(=O)(=O)C1 (stereo not given)	0.1	-5	-1	6	0	-14	13	0	0.1
CC1(C)CC(NC(=S)NCc2ccc3c(c2)OCO3)CC(C)(C)N1	7.2	-3	0	18	12	-26	3.3	-2	0.8
COC1=C(Nc2ccccc2)C(=O)c2ccccc2C1=O	3.9	3	1	9	1	0	-7.1	0	0.3
CCc1nnc(NC(=O)CSc2nnc(CNC(=O)c3cc(OC)c(OC)c(OC)c3)o2)s1	1.0	1	5	5	18	8	0.0	0	-0.1
CCc1ccc(CCC(=O)Nc2nc(CC(C)=O)ns2)o1	0.8	-5	-2	6	-1	1	0.3	1	0.1
COCCNCC(=O)Nc1ccc(OC(F)(F)F)cc1	2.8	-9	31	4	22	3	1.1	0	0.6

Some of these compounds in order of SMILES length, lowest first.
SMILES	zVAD death inh	RBBP9 inh	Runt-CBFb FRET	EP2 antag	Hck Nef HTS	EP2 modulator	TNF death inh	Runt-SMMHC FRET	PERK inhibitor
O=c1[nH]cnc2sc3c(c12)CCCC3	0.0	-7	1	6	-1	-10	0.8	-7	0.1
c1ccc(OCCOCCN2CCN(C(c3ccccc3)c3ccccc3)CC2)cc1	-0.8	-7	-2	7	-12	61*	3.3	-7	-0.9
CCc1nnc(NC(=O)CSc2nnc(CNC(=O)c3cc(OC)c(OC)c(OC)c3)o2)s1	1.0	1	5	5	18	8	0.0	0	-0.1

More compounds follow:
SMILES	zVAD death inh	RBBP9 inh	Runt-CBFb FRET	EP2 antag	Hck Nef HTS	EP2 modulator	TNF death inh	Runt-SMMHC FRET	PERK inhibitor
Cc1ccc(N=Cc2c(C)[nH]n(-c3nc4ccccc4[nH]3)c2=O)cc1	-3.1	2	0	2	3	-16	-13	3	-0.6
Cc1cccc(OCC(O)CNC(=O)c2ccccc2C(=O)O)c1 (stereo not given)	1.9	0	.	14	1	.	-0.4	.	1.6
O=C(CSc1nnc(CNc2cccc(C(F)(F)F)c2)n1Cc1ccco1)NCc1ccco1	0.1	9	-5	23	4	31	-0.5	-8	0.6
Cc1nc(-c2cn[nH]c2)c2cc(C)oc2n1	0.5	1	0	12	0	16	0.4	2	1.4
O=C(CN1CCN(S(=O)(=O)c2ccc(Br)cc2)CC1)N/N=C/c1cc([N+](=O)[O-])ccc1Cl	-0.6	-3	0	7	0	1	-2.5	-4	0.6
NC(=O)Nn1c(CCC(=O)O)ccc1-c1ccc(Cl)cc1	0.0	-7	2	6	26	-3	0.9	-1	1.2
CCOC(=O)C1CN(S(=O)(=O)c2ccc(OC)cc2)c2cc(CC(=O)OC)ccc2O1 (stereo not given)	-0.4	-6	-3	9	-1	23	-3.2	1	-0.7
CCNC(=O)c1c(N)sc2c1CCCCC2	4.7	-1	0	11	-1	21	-1.3	-8	0.4
COC(=O)c1ccc(CSc2cc(C)c3ccccc3n2)o1	-0.6	-9	3	5	-6	23	2.3	-1	0.0
NNC(=O)COc1ncn(-c2ccccc2)n1	-0.1	0	1	0	1	-9	-0.2	6	-0.2
COc1cc(NC(=O)COC(=O)c2nc3nc(C)cc(C)n3n2)cc(OC)c1	-0.5	-8	-5	3	0	20	-1.5	-1	0.0
O=C(Nc1cccnc1)c1noc2c1CCCC2	1.9	-4	2	0	-2	30	-0.2	-1	0.3
Cc1ccc2c(c1)nnn2C1CCN(S(=O)(=O)c2ccc(C(=O)NC3CCCC3)cc2)CC1	0.3	-7	-3	9	-4	-5	1.1	0	0.4
Cc1ccc(CSc2nnc(CNc3ccc(F)cc3)o2)cc1	5.5	0	-3	17	4	-44	15	-1	1.5
CSc1n[nH]c(NC(=O)c2c(-c3c(Cl)cccc3Cl)noc2C)n1	0.2	-2	-1	9	22	47	1.8	4	1.1
O=C(CCCCCCCCCCC(=O)NCc1cccnc1)NCc1cccnc1	-0.3	-9	0	14	-1	-5	-3.9	1	0.0
COC(=O)c1ccc(CSc2nc3ccccc3o2)cc1	0.4	-4	-2	6	5	3	-2.5	-3	2.3
Cc1cccc(N2CCN(S(=O)(=O)c3ccc4c(c3)CCN4C(=O)CCC(=O)O)CC2C)c1 (stereo not given)	0.5	-8	-1	8	1	4	0.9	-6	1.2
COc1ccc(CN2CCN(Cc3cccc(OC)c3)C(CCO)C2)cc1 (stereo not given)	-0.2	-11	1	5	-2	1	-0.1	4	-1.1
Cc1cccc(C(=O)O/N=C(\N)c2cccc([N+](=O)[O-])c2)c1	0.9	-3	-1	11	1	-22	-0.5	-4	1.0
CCOC(=O)CCSc1nc(C)c2cc(C)c(C)cc2n1	0.2	2	-5	9	7	20	-2.4	-8	0.3
COc1cccc(Oc2cn[nH]c2-c2ccc(O)cc2O)c1	0.4	-4	1	17	4	-11	-4.5	-1	0.1
O=C(OCc1ccc(Cl)cc1Cl)c1ccncc1	-0.1	0	-1	1&15	-1	-11&11	-1.4	2	0.2
CCNS(=O)(=O)c1cc(OC)c(Cl)cc1OC	0.0	0	0	4	1	-7	0.8	0	0.8
Cc1[nH]nc2c1C(c1cccc(O)c1)C1=C(CC(C)(C)CC1=O)N2 (stereo not given)	1.0	-2	-1	15	0	45	-1.0	2	0.8
